# TRPC4 PAM: allosteric potentiators of mouse TRPC4 channel | AID 2227 | HEK293 TRPC4beta/mu-opioid, DAMGO EC20, Fluo-4 Ca2+ flux; active compounds read high | Q9QUQ5 | hit rate 0.42% among 310,000 | B-score at 10 µM;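 active = B-score of calcium response area above 5 SD of library B-scores, with initial fluorescence ratio within 5 SD of library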;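 note: B-score of integrated fluorescence ratio over time as area under calcium response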
# TRPC4 inh: inhibitors of mouse TRPC4 channel | Q9QUQ5 | HEK293 TRPC4beta/mu-opioid, DAMGO-evoked Fluo4 calcium flux; active compounds read low | B-score at 10 µM | hit rate 0.39% among 300,000 | AID 2247;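 active = B-score over 3 SD under the library average, no early fluorescence shift, positive overall ratio signal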
#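 System: stable TRPC4beta/mu-opioid receptor HEK293 cells; Dosing: single-point compound dosing; Measured by: Fluo4 Ca2+ flux fluorescence; Read-out basis: per-well B score of integrated baseline-normalized Fluo4 ratio.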
# KCNK9 block: human KCNK9 channel inhibition | HEK293 KCNK9, FluxOR thallium flux fluorescence; active compounds read low | B-score at 10 µM | hit rate 1.2% among 310,000 | AID 488922;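 active = ratio B-score over 3 SD below the library mean, with starting fluorescence within 5 SD of its mean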;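 note: negative B-score means less thallium flux so channel inhibition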
# KCNK3 block: human KCNK3 channel inhibition, primary screen | O14649 | CHO-KCNK3 thallium flux, FluxOR fluorescence; active compounds read low | hit rate 0.84% among 340,000 | AID 602410 | B-score at 10 µM;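 active = B-score under library mean minus 4 SD, starting fluorescence ratio at most library mean plus 5 SD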;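 note: more negative B-score means stronger inhibition of thallium flux through KCNK3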
# Target sequence (O14649 whole entry, looked up): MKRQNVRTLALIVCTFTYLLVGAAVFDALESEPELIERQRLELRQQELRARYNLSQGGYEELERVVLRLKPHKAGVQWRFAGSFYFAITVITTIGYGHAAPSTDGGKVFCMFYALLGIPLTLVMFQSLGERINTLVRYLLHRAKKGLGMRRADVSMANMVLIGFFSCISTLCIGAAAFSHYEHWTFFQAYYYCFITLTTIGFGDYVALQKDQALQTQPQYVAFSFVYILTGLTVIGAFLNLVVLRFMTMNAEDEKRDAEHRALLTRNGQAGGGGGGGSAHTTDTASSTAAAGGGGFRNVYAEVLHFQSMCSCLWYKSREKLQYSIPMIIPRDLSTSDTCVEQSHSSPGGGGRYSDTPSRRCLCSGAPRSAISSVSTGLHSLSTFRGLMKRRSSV
# hERG protect: hERG (human) protection from proarrhythmic block | activation (rescue from dofetilide block), less the hit threshold, % at 10 µM | hit rate 0.51% among 310,000 | Q12809 | CHO-hERG, FluxOR thallium flux, dofetilide IC70 present;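 active = activation above the mean of controls blocked by dofetilide plus 5 SD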;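 note: thallium influx through hERG after potassium depolarization seen as dye fluorescence rise; in these data hits start at about 4.7%; inactives centre near -7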
# Platelet DG rel: modulates dense granule release in human platelets | human platelet-rich plasma, SFLLRN dense granule ATP release, luminescence | inhibition, %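 (compounds screened at 7.5 µM in platelet-rich plasma)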 | hit rate 0.22% among 300,000;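 active = mean replicate score, as percent of positive control, at or above 50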
# PolyA inhibitor: inhibitors of polyadenylation in S. cerevisiae. hit rate 0.02% among 300,000. calls only at 12 µM. S. cerevisiae SKY197-pL101 polyadenylation reporter, beta-gal luminescence; efflux-impaired pdr1/pdr3 knockout yeast; score 100 = 6 SD above DMSO;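 active = lowest replicate activity score at least 50, where 100 means six control SD above control mean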;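 note: yeast exposed to compound for 9 h at 30 °C; higher score means more reporter readthrough which indicates perturbed polyadenylation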
# KCNQ1 act: potentiators or activators of human KCNQ1 potassium channel; CHO-K1 KCNQ1, thallium flux FluxOR fluorescence; active compounds read high; P51787; hit rate 0.35% among 310,000; B-score at 10 µM; AID 2648;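 active = fluorescence ratio B-score, a plate-corrected score, at least three library SD, with initial intensity B-score within 5 SD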
# Target sequence (P51787 whole entry, looked up): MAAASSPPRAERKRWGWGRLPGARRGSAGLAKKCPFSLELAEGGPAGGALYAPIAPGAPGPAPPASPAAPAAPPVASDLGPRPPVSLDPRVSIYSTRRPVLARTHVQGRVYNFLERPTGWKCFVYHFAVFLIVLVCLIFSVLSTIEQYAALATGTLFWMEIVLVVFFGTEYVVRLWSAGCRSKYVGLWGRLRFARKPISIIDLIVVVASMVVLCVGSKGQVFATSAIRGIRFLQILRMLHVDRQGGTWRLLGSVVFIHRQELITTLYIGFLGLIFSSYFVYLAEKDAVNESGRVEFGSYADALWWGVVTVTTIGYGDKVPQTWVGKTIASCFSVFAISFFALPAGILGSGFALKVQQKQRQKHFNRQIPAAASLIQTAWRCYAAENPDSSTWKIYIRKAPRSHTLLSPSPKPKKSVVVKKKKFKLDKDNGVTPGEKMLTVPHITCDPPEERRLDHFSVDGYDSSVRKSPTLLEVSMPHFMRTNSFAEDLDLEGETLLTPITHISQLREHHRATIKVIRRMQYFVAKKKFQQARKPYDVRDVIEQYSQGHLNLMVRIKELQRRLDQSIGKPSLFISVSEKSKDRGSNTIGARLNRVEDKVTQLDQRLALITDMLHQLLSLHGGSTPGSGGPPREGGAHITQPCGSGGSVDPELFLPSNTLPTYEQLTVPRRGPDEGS
#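 Assay system: CHO-K1 cells stably expressing KCNQ1. Medium: assay buffer for compound exposure, DMSO matched across wells. Timing: 37 °C overnight plating, 90-min dark dye load, 20-min compound pretreatment. Signal: kinetic FluxOR fluorescence, 10 s baseline plus 110 s post-stimulus.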
# KCNQ1 block: blocks the human KCNQ1 potassium channel. P51787. CHO-K1 KCNQ1, FluxOR thallium flux fluorescence; active compounds read high. B-score at 10 µM. hit rate 1.3% among 310,000. AID 2642;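 active = compounds whose thallium flux B-score, printed positive for inhibition, exceeds three library SD while starting fluorescence stays within three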;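 note: channel opened by potassium depolarization with thallium stimulus after 20 min compound exposure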
# TRPC4 act: activators of mouse TRPC4 channel | HEK293 TRPC4beta/mu-opioid, Fluo4 calcium fluorescence; active compounds read high | Q9QUQ5 | AID 2237 | B-score at 10 µM | hit rate 0.49% among 310,000;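 active = B-score above 5 SD of library B-scores, and initial fluorescence ratio not above library mean plus 5 SD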;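 note: positive B-score marks a calcium rise read as TRPC4 activation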
#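 Test system: HEK293 cells stably co-expressing mouse TRPC4beta and mu-opioid receptor | Schedule: Fluo4 dye loading 45 min at room temperature, 110 s recording | Measured by: Kinetic Fluo4 calcium fluorescence, 5 s baseline at 1 Hz | Evaluation: B score of integrated ratio | Controls: Buffer (low) and maximal DAMGO (high)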
# Dyrk1A ADPGlo: blocks rat Dyrk1A kinase activity | Q63470 | hit rate 0.43% among 310,000 | AID 504441 | ADP-Glo luminescence, NFATc1 peptide | inhibition, % at 12.5 µM; in the data active = inhibition above about 50%;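 note: plate controls were vehicle with enzyme for no effect and no enzyme for full effect; many of its hits are not listed in these tables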
# * = called active by the depositor; i = inactive; x = no result given; & = joins results of further samples.
SMILES,TRPC4 PAM,TRPC4 inh,KCNK9 block,KCNK3 block,hERG protect,Platelet DG rel,PolyA inhibitor,KCNQ1 act,KCNQ1 block,TRPC4 act,Dyrk1A ADPGlo
CC1CCN(C(=O)CNC(=O)Cn2ccc3ccccc3c2=O)CC1,i,i,i,i,-6.1,-16.3,i,i,i,i,-1.4
CCn1c(N2CCN(Cc3ccc([N+](=O)[O-])cc3)CC2)nc2ccccc21,12*,i,i,i,-8.8,16.5,i,i,i,124*,-3.4
O=C(NCCN1CCN(c2ccccc2F)CC1)C1c2ccccc2C(=O)N2CCc3ccccc3C12 (centres undefined),i,i,i,i,-8.5,-1.1,i,i,i,i,-6.8
COc1cc(/C=C2\SC(N)=NC2=O)cc(Cl)c1O,i,i,i,i,-7.2,-7.8,i,i,i,i,61.1*
O=C(NCC1CCCO1)C(=O)N/N=C/c1cccc(Cl)c1 (centres undefined),i,i,i,i,-6.6,5.8,i,i,i,i,x
COC(=O)CNC(=O)COC(=O)c1cc(Cl)cc(Cl)c1N,i,i,i,i,-10.2,0.1,i,i,i,i,15.9
CC(C)N(CC#CCC(O)(c1ccccc1)c1ccccc1)CCO,i,i,i,i,-7.5,-1.2,i,i,i,i,-3.1
CCC(C)NC(=O)Nc1ccccc1F (centres undefined),i,i,i,i,-0.8,-3.3,i,i,i,i,-0.5
CN(c1ccc(C(=O)NCc2ccco2)cc1)S(C)(=O)=O,i,i,i,i,-6.5,-6.2,i,i,i,i,2.6
COc1cccc(-c2nnc(SCc3cccnc3)o2)c1,i,i,i,i,-8.8,4.5,i,i,i,i,11.3
COc1ccc([C@@H]2C(C#N)=C(N)S[C@@H](c3ccccc3)[C@@H]2[N+](=O)[O-])cc1,i,i,i,i,-5.9,9.2,i,i,i,i,2.3
CCCCCn1cnc2sc(-c3ccccc3)cc2c1=O,i,i,i,i,-7.9,x,i,i,i,i,5.7
COc1cccc(C(=O)NC2CC3CCCC(C2)N3CC(=O)Nc2ccc(N(C)C)cc2)c1 (centres undefined),i,i,i,i,-13.2,0.8,i,i,i,i,-2.5
COc1cccc(C(=O)Nc2cccc(-c3nnc(-c4ccco4)o3)c2)c1,i,i,i,i,-17.7,5.2,i,i,i,i,14.3
Cc1cc2c(c(=O)n1Cc1ccccn1)C(c1ccc3c(c1)OCO3)C(C#N)=C(N)O2 (centres undefined),i,i,i,i,-3.0,0.3,i,i,i,i,1.5
O=C(NC1CCCC1)C(c1ccsc1)N(Cc1ccccc1)C(=O)Cc1cccs1 (centres undefined),i,i,i,i,-7.2,-1.4,i,i,i,i,-4.0
Nc1cc(=O)[nH]c(SCC(=O)Nc2ccccc2Sc2ccc(Cl)cc2)n1,i,i,i,i,-14.2,-7.1,i,i,i,i,-5.7
Cc1ccc(C(=O)N2CCN(Cc3nc4sc5c(c4c(=O)[nH]3)CCCC5)CC2)cc1,i,i,i,i,-5.2,0.2,i,i,i,i,0.6
COc1ccc2[nH]c(=O)c(CN(CCCN(C)C)C(=O)Nc3ccccc3)cc2c1,i,i,i,i,-4.3,-0.6,i,i,i,i,1.2
O=C(CCc1ccc(S(=O)(=O)N2CCOCC2)cc1)N/N=C/c1ccc(O)c(O)c1O,i,i,i,i,-3.2,15.2,i,i,i,i,-4.7
COC(=O)/C=C1\N/C(=N/c2nc(C)c3cc(OC)ccc3n2)NC1=O,i,i,i,i,-3.9,-2.6,i,i,i,i,-3.7
O=C(COC(=O)c1ccccc1-n1cnnn1)c1ccccc1,i,i,i,i,-6.4,-3.2,i,i,i,i,-6.1
Cc1cccn2cc(CCNS(=O)(=O)c3cccs3)nc12,i,i,i,i,-7.3,-0.8,i,i,i,i,-1.3
COc1ccc(NCc2nnc(SCC(=O)Nc3cc(C(F)(F)F)ccc3Cl)o2)cc1,i,i,i,i,-13.1,-1.6,i,i,i,i,3.2
Cc1c(-c2ccccc2)n[nH]c1C(=O)NN,i,i,i,i,-4.2,-2.7,i,i,i,i,1.6
COc1ccccc1C(=O)N1CCN(C(=O)c2oc3ccc(C)cc3c2C)CC1,i,i,i,i,-12.0,1.6,i,i,i,i,10.4
O=C(NCc1ccccc1Cl)c1ccc(CSc2nc3ccncc3[nH]2)cc1,i,i,i,i,-10.2,15.0,i,i,i,i,-1.8
CCOC(=O)N1CCN(C(=O)c2ccc(CS(=O)Cc3ccccc3Cl)o2)CC1 (centres undefined),i,i,i,i,-8.7,1.2,i,i,i,i,5.6
CCN(CC)C(=O)c1ccc2c(=O)n(CCOC)c(=S)[nH]c2c1,i,i,i,i,-7.8,-5.1,i,i,i,i,-6.8
CCOC(=O)Cn1c(C(C)=O)nc2ccccc21,i,i,i,i,-7.8,8.2,i,i,i,i,7.7
COc1ccccc1Nc1ccc(S(=O)(=O)N2CCCCC2)cc1[N+](=O)[O-],i,i,i,i,-8.1,3.5,i,i,i,i,-2.9
COc1cc(S(=O)(=O)n2ccc(C)n2)c(OC)cc1Cl,i,i,i,i,-2.0,-3.0,i,i,i,i,x
CCCCn1c(SCC(=O)Nc2ccc3c(c2)CCC3)nc2ccccc2c1=O,i,i,i,i,-10.9,9.2,i,i,i,i,-3.5
Cc1ccccc1NC(=O)CN1C(=O)S/C(=C/c2cccnc2)C1=O,i,i,i,i,-5.2,1.4,i,i,i,i,x
O=C(/C=C/c1ccc(F)cc1)Nc1nc2ccccc2[nH]1,i,i,i,x,-11.4,8.3,i,i,i,i,x
Cc1cc(-n2nc3ccccc3n2)c(O)c([N+](=O)[O-])c1,i,i,i,i,-2.2,-2.3,i,i,i,i,3.5
CC(c1nnc(SCC(=O)Nc2cc([N+](=O)[O-])ccc2F)n1Cc1ccccc1)N(C)C (centres undefined),i,i,i,i,-10.7,-2.0,i,i,i,i,-3.1
CCCCn1c(-c2c(Cl)c(C)nn2C)n[nH]c1=S,i,i,i,i,-6.2,3.3,i,i,i,i,1.1
COc1ccc(CN(C)C(=O)c2ccc3c(=O)n4c(nc3c2)CCC4)c(OC)c1,i,i,i,i,-8.2,2.5,i,i,i,i,14.1
O=C(COC(=O)Cc1ccc(F)cc1)NCc1ccco1,i,i,i,i,-6.9,9.2,i,i,i,i,-6.1
CC(C(=O)NC1C(=O)N2C(C(=O)O)=C(CSc3nnnn3C)CSC12)n1cc(Br)cn1 (centres undefined),i,i,i,i,-1.1,-18.4,i,i,i,i,-2.8
COc1cc(NC(=O)C2CCC(CNc3c(N4CCCCC4)c(=O)c3=O)CC2)cc(OC)c1 (centres undefined),i,i,i,i,-5.6,6.0,i,i,i,i,-3.6
CCCc1nnc(N2C(=O)c3cccc4cccc(c34)C2=O)s1,i,i,i,i,-11.1,0.2,i,i,i,i,-2.1
Cc1csc(SCC(=O)Nc2sc3c(c2C#N)CCC3)n1,i,i,i,i,-10.7,3.1,i,i,i,i,14.3
CCn1c(=NC(=O)C2COc3ccccc3O2)sc2c(OC)ccc(OC)c21 (centres undefined),i,i,-6.61*,-10.1*,-14.8,-0.3,i,i,7*,i,-1.9
CCCc1ccc(OCC(O)CN2CCN(c3ccccc3)CC2)cc1 (centres undefined),i,i,i,i,-2.1,-0.9,i,i,i,i,-1.6&0.1
CC1(C)CC(=O)N(c2ccccc2)C1(C)O (centres undefined),i,i,i,i,-4.2,-6.7,i,i,i,i,-4.1
C=CCn1c(SCC(=O)C(C)(C)C)nnc1-c1cccs1,i,i,i,i,-3.7,-8.8,i,i,i,i,4.9
COC(=O)[C@@H]1C[C@@H]2CC[C@@H](O)C[C@@H]2N1Cc1ccc(OC)cc1,i,i,i,i,-7.8,-3.6,i,i,i,i,0.2
COc1ccc(CCNC(=O)COC(=O)c2cnccn2)cc1,i,i,i,i,-5.3,-18.7,i,i,i,i,14.1
COc1ccc(C2OC(=O)C(C)(C)C(=O)C2(C)C)cc1OC (centres undefined),i,i,i,i,-0.7,-7.6,i,i,i,i,1.0
O=C(CN(Cc1ccc(Br)cc1)S(=O)(=O)c1ccccc1)NCc1ccncc1,i,i,i,i,-8.5,-1.0,i,i,i,i,9.0
COc1ccc(-n2c(=S)[nH]c3cc(C(=O)Nc4ccccc4OC)ccc3c2=O)cc1,i,i,i,x,-1.2,-13.5,i,i,i,i,x
CC(Sc1nnc(Cc2cccs2)n1C1CCCCC1)C(N)=O (centres undefined),i,i,i,i,-6.8,-1.9,i,i,i,i,4.8
CCOc1cc(S(=O)(=O)NCc2ccccc2)ccc1F,i,i,i,i,-9.3,-5.4,i,i,i,i,-7.9
COC(=O)c1c(NC(=O)CN2CCN(S(=O)(=O)c3ccccc3)CC2)sc2c1CCC(C)C2 (centres undefined),i,i,i,x,-6.6,-3.4,i,i,i,i,x
COc1cccc(-c2cc(C(=O)Nc3cccc(O)c3)no2)c1,i,i,i,i,-8.7,21.9,i,i,i,i,0.5
CC(=O)c1cccc(NC(=O)c2ccc3c(Cl)c4c(nc3c2)CCCC4)c1,i,i,i,i,-13.2,0.9,i,i,i,i,0.3
O=C(C1CCN(S(=O)(=O)c2cccnc2)CC1)N1CCN(C2CCCC2)CC1,i,i,i,i,1.3,7.7,i,i,i,i,12.4
O=C(CN1C(=O)c2ccccc2C1=O)N1CCN(C(=O)c2ccco2)CC1,i,i,i,i,-9.4,-1.1,i,i,i,i,-5.1

# Additional results follow:
SMILES,TRPC4 PAM,TRPC4 inh,KCNK9 block,KCNK3 block,hERG protect,Platelet DG rel,PolyA inhibitor,KCNQ1 act,KCNQ1 block,TRPC4 act,Dyrk1A ADPGlo
CC1CCN(Cc2c(C(=O)N/N=C/c3cc(Br)ccc3O)nnn2-c2nonc2N)CC1,i,i,i,i,-8.0,13.0,i,i,i,i,-2.2
Cc1cc(S(=O)(=O)NCCCN2CCOCC2)ccc1F,i,i,i,i,-0.5,2.1,i,i,i,i,-2.7
Cc1nc2ccccn2c1C(=O)NN,i,i,i,i,-9.5,3.0,i,i,i,i,-2.3
CCN(CC)C(=O)c1oc2ccc(S(=O)(=O)N3CCCCCC3)cc2c1C,i,i,i,i,-2.2,-0.7,i,i,i,i,1.8

# An excerpt from above in order of their number in Dyrk1A ADPGlo, descending.
Molecule,Dyrk1A ADPGlo
CN(c1ccc(C(=O)NCc2ccco2)cc1)S(C)(=O)=O,2.6
CCn1c(=NC(=O)C2COc3ccccc3O2)sc2c(OC)ccc(OC)c21 (centres undefined),-1.9
CCCCn1c(SCC(=O)Nc2ccc3c(c2)CCC3)nc2ccccc2c1=O,-3.5

# These rows are one share of the data, so the mix of outcomes need not match the whole.
